All columns: NCI-60 one-dose screen, growth in % after 48 h at 10 µM unless noted; 100 = growth as untreated, 0 = no growth, -100 = all killed.
U251 = U251 CNS tumor cells. hit rate 5.4% among 80,000
SF-539 = SF-539 CNS cancer; AID 1794752; hit rate 6.8% among 81,000
SNB-19 = SNB-19 CNS cancer cells; AID 1794751; hit rate 2.5% among 81,000
KM12 = KM12 colon cancer cells. AID 1794800. hit rate 5% among 82,000
HCC-2998 = HCC-2998 colon cancer | hit rate 4.7% among 79,000
SNB-75 = SNB-75 CNS cancer | hit rate 5% among 79,000 | AID 1794750
SF-295 = SF-295 CNS cancer cells; hit rate 5.6% among 79,000; AID 1794758
SF-268 = SF-268 CNS cancer cells. hit rate 3.1% among 82,000. AID 1794759
HCT-116 = HCT-116 colon cancer. hit rate 7.3% among 82,000. AID 1794798
Active calls of the source: *; . = not tested or not shown; & = joins results of further samples; ! = not confirmed by another sample; [ ] = dose if it differs, or a comment. Rule for the calls: active = growth percent below 10; inactive = the rest.

SMILES | U251 | SF-539 | SNB-19 | KM12 | HCC-2998 | SNB-75 | SF-295 | SF-268 | HCT-116
O=C(Nc1ccc(Nc2ncnc3[nH]ccc23)cc1)c1ccccc1 | 98[1 µM] | 95[1 µM] | 104[1 µM] | 109[1 µM] | 107[1 µM] | 108[1 µM] | 105[1 µM] | 101[1 µM] | 101[1 µM]
CC(C)N(C)CCOC(=O)C(c1ccccc1)C1C=CCCC1 (centres undefined) | 96 | 107 | 112 | 99 | 103 | 85 | 100 | 104 | 79
C=CCc1c(N(C)c2ccccc2)cccc1-n1cnc2ccccc21 | 89 | 107 | 97 | 99 | 107 | 121 | 96 | 95 | 91
O=c1c2ccccc2sc2c(N3CCC(O)CC3)nc3ccccc3c12 | 63 | 80 | 82 | 26 | 94 | 62 | 68 | 77 | 67
CCc1ccnc2c(C#N)c(NC(=O)c3ccccc3)nn12 | 96 | 95 | 98 | 101 | 100 | 61 | 99 | 98 | 99
COc1ccc(Cn2cc3c(c2-c2ccccc2)CCc2cnoc2-3)cc1 | 29 | -13* | 40 | 0.6* | 12 | 44 | 23 | 16 | 0.2*
CN(C)c1nc2c(cnn2C)c(=O)[nH]1 | 95 | 114 | 107 | 110 | 98 | . | 129 | 109 | 108
CCC(C)C1(C)OC1C(=O)OC (centres undefined) | 94 | 100 | 95 | 108 | 114 | 92 | 93 | 101 | 93
OC(CCN1CCCC1)(c1ccccc1)C1CCCCC1 (centres undefined) | 105 | . | 107 | 101 | 105 | 84 | 100 | 96 | 104
O=c1sc(N=Nc2ccccc2)c(S)n1-c1ccccc1 | 84 | 96 | 94 | 93 | 109 | . | 94 | 96 | 79
Cc1ccc2c(c1)=NC(=O)/C(=C\c1sc(=O)[nH]c1O)C=2 | 100 | 102 | 101 | 100 | 107 | 95 | 101 | 100 | 91
Cc1cc(=O)[nH]c(=O)n1Cc1cn(-c2c3ccccc3nc3ccccc23)nn1 | 88 | 99 | 87 | 99 | 63 | 103 | 102 | 90 | 63
Cc1ccc(S(=O)(=O)Nc2ccc(C3=NNC(c4ccccc4F)C3)cc2)cc1 (centres undefined) | 99 | 91 | 98 | 101 | 105 | 76 | 99 | 91 | 103
Cc1ccc(NC(=O)n2c(=O)cc(C)c3ccc(O)cc32)cc1 | 108 | 89 | 104 | 111 | 109 | 91 | 103 | 102 | 99
Cc1[nH]c(/C=C/C(=O)c2ccc(C(F)(F)F)c(F)c2)c(C)c1C(=O)NC(C)(C)C | 83 | 81 | 63 | 98 | 95 | 91 | 77 | 80 | 84
Cc1cc(C)n(-c2ccc(C(=O)Nc3sccc3C(N)=O)cc2)n1 | 94 | 106 | 107 | 105 | 78 | 109 | 107 | 114 | 96
COc1cc(-c2nc(-c3ccccc3)c(-c3ccccc3)[nH]2)ccc1OC1CCCC1 | 46 | 66 | 74 | 45 | 78 | 66 | 36 | 75 | 84
Cc1cc(C)cc(NC(=O)Cn2nncc2CN2C(=O)CSC2=O)c1 | 102 | 95 | 100 | 110 | 108 | 95 | 103 | 101 | 107
CC(C)(C)CC(C)(C)NS(=O)(=O)NC(C)(C)CC(C)(C)C | 91 | 91 | 94 | 98 | 93 | 94 | 98 | 95 | 85
CCc1c(Nc2ccc(C)cc2)[nH]c(N)nc1=S | 97 | 103 | 98 | 104 | . | 94 | 96 | 103 | 98
COc1ccccc1Nc1n[nH]c(=S)s1 | . | 104 | 108 | 111 | 105 | 82 | 96 | 113 | 101
CC(=O)OCC(=O)[C@@]1(O)CC[C@H]2[C@@H]3CC[C@@H]4C[C@H](O)CC[C@]4(C)[C@H]3C(=O)C[C@@]21C | 102 | 100 | 111 | 112 | 98 | 89 | 104 | 102 | 100
N=C(N)NCCC[C@@H]1NC(=O)c2ccc(nc2)-c2ccc(cn2)NC(=O)CCNC(=O)[C@H](CCCNC(=N)N)NC(=O)[C@H](CCCNC(=N)N)NC(=O)[C@H](CCCNC(=N)N)NC(=O)c2ccc(nc2)-c2ccc(cn2)NC(=O)CCNC(=O)[C@H](CCCNC(=N)N)NC(=O)[C@H](CCCNC(=N)N)NC1=O | 106[5 µM] | 98[5 µM] | 110[5 µM] | 92[5 µM] | 119[5 µM] | 98[5 µM] | 88[5 µM] | 78[5 µM] | 76[5 µM]
CCN(CC)CCn1c(O)c(N=Nc2ccc(S(N)(=O)=O)cc2)c2cc(Cl)ccc21 | 89 | 97 | 113 | 61 | 89 | 96 | 112 | 105 | 62
CN1CCN(c2ccc(Nc3nc(NCCCNS(=O)(=O)c4cccc(F)c4)c4sccc4n3)cc2)CC1 | 6.9* | -80* | 49 | 54 | 38 | 82 | 6.2* | 44 | 11
O=[N+]([O-])c1ccc(Br)c(Br)c1 | 108 | 98 | 109 | 108 | 106 | 124 | 113 | 94 | 102
CCOC(=O)CC1CSC(N/N=C(\C)c2ccc3ccc(OC)cc3c2)=N1 (centres undefined) | 98 | 104 | 96 | 99 | 98 | 101 | 94 | 98 | 92
O=C1Nc2ccc(Br)cc2C12Oc1ccccc1C1CC(c3ccc(F)cc3)=NN12 (centres undefined) | 91 | 92 | 91 | 86 | 98 | 86 | 98 | 86 | 92
C#CCNc1nc(NCCNC(=O)CCl)nc(N(C)CCCCc2ccccc2)n1 | 99 | 106 | 99 | 99 | 108 | 104 | 99 | 94 | 79
Cc1ccc(-n2nc(C(=O)NCCC(=O)O)nc2-c2ccccc2)cc1 | 107 | 100 | 105 | 103 | 113 | 95 | 102 | 97 | 104
CCCCCCOC(=O)CC1CC(C(C)=O)C1(C)C (centres undefined) | 102&98 | 96&96 | 105&100 | 99&113 | 103&104 | 89&106 | 103&78 | 102&106 | 103&106
O=[N+]([O-])c1cnc(N2CCN(Cc3cccc(Cl)c3)CC2)nc1N1CCN(Cc2cccc(Cl)c2)CC1 | 88 | 104 | 94 | 88 | 95 | 90 | 91 | 86 | 62
COc1ccc(/C=C/C(=O)c2ccc(Nc3ncnc4ccccc34)cc2)cc1OC | 54 | 98 | 79 | 16 | 30 | 92 | 80 | 68 | 9.6*
COc1ccc(Cn2nc(-c3ccc(OC)cc3)c3c2CCc2cnoc2-3)cc1 | 69 | 88 | 87 | 66 | 81 | 70 | 63 | 102 | 72
CN1CC(c2ccc([N+](=O)[O-])cc2)C2(SC(=NC3CCCCC3)N(Nc3ccccc3)C2=O)C12C(=O)Nc1cc(Cl)ccc12 (centres undefined) | 58 | 57 | 59 | 59 | 68 | 61 | 30 | 47 | 34
Cc1ccc2c(n1)C(=O)C(Br)=C(c1cccc(Cl)c1)C2=O | 71 | 89 | 76 | 94 | 100 | 80 | 90 | 69 | 58
COc1ccc(-c2cc(-c3nnc(SC/C(=N/O)c4ccccc4)o3)c3cc(OC)ccc3n2)cc1 | 99 | 100 | 98 | 105 | 99 | 77 | 94 | 101 | 103
COc1ccc(-c2nc(N=Nc3c(O)[nH]c4ccccc34)[nH]c(=O)c2C#N)cc1OC | 103 | 102 | 102 | 105 | 115 | . | 111 | 100 | 107
Cc1ccc(-c2cc3nc(C(Cl)Cl)nc(-c4cccnc4)n3n2)cc1 | -15* | 63 | 23 | -35* | -54* | . | 4.0* | 26 | 6.3*
NC(CCCCC(=O)O)C(=O)O (centres undefined) | 104 | 103 | 98 | 103 | 106 | 94 | 98 | 102 | 104

Single entries from the entries so far:
CCN(CC)CCn1c(O)c(N=Nc2ccc(S(N)(=O)=O)cc2)c2cc(Cl)ccc21 – SF-539: 97
COc1ccc(-c2cc(-c3nnc(SC/C(=N/O)c4ccccc4)o3)c3cc(OC)ccc3n2)cc1 – SF-539: 100
O=[N+]([O-])c1ccc(Br)c(Br)c1 – SF-295: 113
Cc1ccc(-n2nc(C(=O)NCCC(=O)O)nc2-c2ccccc2)cc1 – SNB-75: 95
COc1ccc(-c2nc(N=Nc3c(O)[nH]c4ccccc34)[nH]c(=O)c2C#N)cc1OC – SF-268: 100

4 compounds from above, arranged by count of non-hydrogen atoms, high to low:
SMILES | U251 | SF-539 | SNB-19 | KM12 | HCC-2998 | SNB-75 | SF-295 | SF-268 | HCT-116
COc1ccc(Cn2nc(-c3ccc(OC)cc3)c3c2CCc2cnoc2-3)cc1 | 69 | 88 | 87 | 66 | 81 | 70 | 63 | 102 | 72
Cc1ccc(-n2nc(C(=O)NCCC(=O)O)nc2-c2ccccc2)cc1 | 107 | 100 | 105 | 103 | 113 | 95 | 102 | 97 | 104
Cc1ccc(-c2cc3nc(C(Cl)Cl)nc(-c4cccnc4)n3n2)cc1 | -15* | 63 | 23 | -35* | -54* | . | 4.0* | 26 | 6.3*
NC(CCCCC(=O)O)C(=O)O (centres undefined) | 104 | 103 | 98 | 103 | 106 | 94 | 98 | 102 | 104

(listing goes on)
SMILES | U251 | SF-539 | SNB-19 | KM12 | HCC-2998 | SNB-75 | SF-295 | SF-268 | HCT-116
C/C=C/[C@@H]1C=C[C@@H]2C[C@H](C)CC[C@H]2[C@]1(C)/C(O)=C1/C(=O)[C@@H](CO)N(C)C1=O | 71 | 87 | 77 | 66 | 72 | 88 | 69 | 74 | 85
CCCCCCCCCC(=O)Oc1ccc(/C(=C(/CC)Cc2ccccc2)c2ccc(OCCN3CCCCC3)cc2)cc1 | 75 | 102 | 94 | 98 | 84 | 88 | 103 | 93 | 93
O=C(Nc1ccccc1-c1ccc(Oc2ccc3nnc(Cl)n3n2)cc1)C1CCCCC1 | 93 | 90 | 91 | 90 | 97 | 96 | 82 | 91 | 67
CCOC(=O)Cc1cnn(C)c1N1C=Nc2ccccc2S1(=O)=O | 101 | 98 | . | 100 | 101 | 76 | 92 | 96 | 102
OC(c1cc(-c2ccc(C(F)(F)F)cc2)nc(C(F)(F)F)c1)C1CCCCN1 (centres undefined) | -62* | -77*! | 54&37&33 | -62* | -75* | -18*! | 188 | -39*! | 3.9*
Cn1c(O)c(N=NC(=O)c2ccco2)c2ccccc21 | 96 | 93 | 92 | 98 | 113 | 79 | 101 | 98 | 90
CC1=CCC(C(C)C)C=C1 (centres undefined) | 101 | 110 | 100 | 101 | 104 | 104 | 101 | 96 | 105
Cc1cccc(C)c1NC(=O)NCc1ccco1 | 104 | 110 | 101 | 107 | 111 | 77 | 108 | 113 | 107
C=C(C)[C@@H]1CC=C2c3sc(-c4ccccc4O)nc3C[C@@H](C)[C@]2(C)C1 | 102 | 105 | 100 | 105 | 108 | 97 | 103 | 105 | 107
O=C(Nc1ccc(C(=O)Nc2ccc(C3=NCCCN3)cc2)cc1)Nc1ccc(C2=NCCCN2)cc1 | 85 | 87 | 96 | 89 | 101 | 91 | 85 | 110 | 64
Cc1ccc(CN(Cc2ccc(-c3ccccc3S(C)=NC#N)cc2)C(=O)c2ccccc2Cl)cc1 (centres undefined) | 88 | 89 | 99 | 82 | 108 | 79 | 72 | 86 | 73
CCOC(=O)c1[nH]c(C)c(C(C)=O)c1C | 91 | 93 | 94 | 98 | 89 | 78 | 93 | 94 | 90
CCCCCCCCCCCC(=O)N(C)CC(=O)O | 98&94 | 101&98 | 102&97 | 113&108 | 113&130 | 92&95 | 93&98 | 101&110 | 99&101
CCOC(=O)C(CCc1ccccn1)c1ccccc1 (centres undefined) | 99 | 101 | 104 | 99 | 100 | 109 | 87 | 99 | 98
COc1cccc(NC(=O)Nc2ccc(Nc3ncnc4sc5c(c34)CCN(C(=O)OC(C)(C)C)C5)cc2)c1 | 89 | 101 | 96 | 97 | 113 | 85 | 94 | 93 | 88
COc1ccc(S(=O)(=O)NC2c3ccccc3CC2O)c(OC)c1 (centres undefined) | 103 | 103 | 103 | 106 | 107 | 67 | 98 | 91 | 101
CC1(C)CN(CCNc2nccc(-c3c(-c4cccc(O)c4)nc4sccn34)n2)S(=O)(=O)N1 | 74 | 87 | 88 | 76 | 93 | 30 | 93 | 84 | 28
CCN(CCO)C(C(=O)c1ccccc1)c1ccccc1 (centres undefined) | 99 | 100 | 99 | 98 | 93 | 89 | 101 | . | 93
O=C1NC(=O)C(Cc2ccc(OCc3ccc(-c4ccccc4)cc3)cc2)S1 (centres undefined) | 84 | 79 | 87 | 71 | 97 | 90 | 81 | 80 | 83
NCCOCCOc1ccccc1 | 96 | 108 | 106 | 105 | 94 | 106 | 103 | 98 | 99
C#Cc1nc(C2=C(C)C(O)CC2)cs1 (centres undefined) | 104 | 108 | 104 | 64 | 115 | 96 | 113 | 108 | 111
COc1cc2nnc3c4ncccc4c(C#N)n3c2cc1OC | 106 | 103 | 105 | 116 | 113 | 96 | 118 | 111 | 105
CCN(CC)CCOc1cccc(OC)c1 | 91 | 97 | 101 | 100 | . | 80 | 94 | 102 | 93
CN(CCc1ccccc1)c1nc(CCN)nc2ccccc12 | . | 99 | 94 | 100 | 110 | 53 | 103 | 95 | 102
CCN(CC)CCCCCCCCNc1c2ccc(Cl)cc2nc2ccc(OC)cc12 | . | -82* | -31* | -50* | -89* | -86* | -76* | -73* | -64*
N#CN1CCCCC1 | 98 | 97 | 103 | 102 | 96 | 101 | 94 | 96 | 95
O=Cc1nccc2c1[nH]c1ccccc12 | 86 | 92 | 93 | 102 | 123 | 74 | . | 90 | 97
COc1cc(C(=O)/C=C/c2c(-c3ccc(F)cc3)nc3ccccn23)cc(OC)c1OC | 64 | 63 | 105 | 83 | 101 | 94 | 88 | 85 | .
O=C1CC(c2ccccc2)Cc2nc3ccc(F)cc3cc21 (centres undefined) | 101 | 98 | 100 | 101 | 113 | 86 | 101 | 96 | 99
c1ccc(/C(=N\Nc2ccc3ccccc3n2)c2ccccn2)cc1 | 7.9* | -12* | 26 | . | 45 | -9.7* | -16* | 20 | 9.0*
O=C(OCc1nc2sc3c(c2c(=O)[nH]1)CCCC3)c1cn(-c2ccccc2)nc1-c1ccccc1 | 103 | 109 | 104 | 90 | 107 | 98 | 100 | 95 | 100

A different layout for some results above:
Structure	U251	SF-539	SNB-19	KM12	HCC-2998	SNB-75	SF-295	SF-268	HCT-116
N#CN1CCCCC1	98	97	103	102	96	101	94	96	95
O=Cc1nccc2c1[nH]c1ccccc12	86	92	93	102	123	74	.	90	97
